Screens (PubChem BioAssay)
NPSR antag = qHTS Assay for Antagonists of the Neuropeptide S Receptor: cAMP Signal Transduction; 1% of 220,000 active; AID 1461, 2008; Q6W5P4; Potency, µM (highest dose often 38.3 µM), for the others: at the highest dose activity change, negative = inhibition, actives largely listed as inhibitors; CHO-NPSR cells, cAMP TR-FRET, antagonist mode; further: on the % scale 0 is the no-effect control and ±100 the full control effect; nearly all actives have a fitted effect of over 50% in size; many of its hits are not listed in these tables
IMPase Li inh = qHTS Assay for Identifying the Cell-Membrane Permeable IMPase Inhibitors: Potentiation with Lithium | AID 1457, 2008 | 0.35% of 210,000 active | Potency, µM (doses to about 59.4 µM), without a hit: at the highest dose activity, negative = IMPase inhibition, usual class: inhibitors | CHO-M1 cells, IP1 TR-FRET (IP-One), carbachol + lithium;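 further: IP1 builds up when IMPase is blocked and the TR-FRET signal falls; plate controls were basal vehicle for no effect and high inhibitor control for full effect; nearly all actives have a fitted effect of over 50% in size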
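Readout is a homogeneous TR-FRET IP1 immunoassay (Ex 320, Em 665 and 620), where raised cytosolic IP1 lowers signal. Cells were CHO-M1 treated 30 min at 37C with test compounds plus a little lithium; AC50 values came from Hill-equation fitting.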
RGS12 GoLoco inh = qHTS Assay for Inhibitors of RGS12 GoLoco Motif Activity (Red Fluorophore); Gai1:RGS12 GoLoco peptide FP, rhodamine, 10 min; 0.44% of 230,000 active; Potency, µM (titrated, usually from 61.6 µM), for inactives: top-dose activity, negative = inhibition, usual class: inhibitors; active means well fitted inhibition curve with a large enough effect, not every such curve was filed as active; inactive means no such curve, though single readings can be large or run the other way; further: on the % scale 0 is the no-effect control and ±100 the full control effect; nearly all actives have a fitted effect of over 30% in size; many of its hits are not listed in these tables
Luc counter = Counterscreen for Luciferase (Kinase-Glo TM) Inhibition | Luciferin 4-monooxygenase (Photuris pensylvanica), Q27757 | Kinase-Glo luciferase, ATP luminescence, 8 min | Potency, µM (top dose mostly 38.3 µM), inactives show at the highest dose activity change, negative = inhibition, actives largely listed as inhibitors | 0.28% of 200,000 active | AID 1379, 2008; further: on the % scale 0 is the no-effect control and ±100 the full control effect; nearly all actives have a fitted effect of over 60% in size
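Luminescence was the read-out, taken after 8-minute incubation at ambient temperature. Luciferase turned over luciferin with 10 uM ATP in imidazole pH 7.2 buffer containing KCl, MgCl2, Tween 20 and BSA.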
JMJD2E inh = qHTS Assay for Inhibitors of Human Jumonji Domain Containing 2E (JMJD2E); AID 2147, 2009; 1.6% of 230,000 active; Potency, µM (highest dose often 57.1 µM), without a hit: top-dose activity change, negative = inhibition, most hits filed as inhibitors; Lysine-specific demethylase 4E (Homo sapiens), B2RXH2; JMJD2E catalytic domain, FDH-coupled NADH fluorescence (FDH is formaldehyde dehydrogenase); active means well fitted inhibition curve with a large enough effect, not every such curve was filed as active; inconclusive means small, poorly fitted or top-dose-only effect, or another doubt; inactive means no such curve, though single readings can be large or run the other way;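 further: 0% = wells with enzyme and -100% = buffer wells without enzyme; nearly all actives have a fitted effect of over 50% in size; many of its hits are not listed in these tables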
Target sequence (B2RXH2 1-337 limits assumed): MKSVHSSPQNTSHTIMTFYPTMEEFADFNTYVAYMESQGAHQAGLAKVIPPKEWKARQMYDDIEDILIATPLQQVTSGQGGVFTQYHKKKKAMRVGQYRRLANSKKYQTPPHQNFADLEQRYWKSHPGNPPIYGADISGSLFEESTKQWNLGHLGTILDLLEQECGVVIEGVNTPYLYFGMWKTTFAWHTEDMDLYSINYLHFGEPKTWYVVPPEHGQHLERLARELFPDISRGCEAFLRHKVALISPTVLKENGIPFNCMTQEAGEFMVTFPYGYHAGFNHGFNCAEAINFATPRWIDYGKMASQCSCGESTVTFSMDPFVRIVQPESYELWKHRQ
SMN2 splice up = qHTS Assay for Enhancers of SMN2 Splice Variant Expression; HEK293 SMN2-luciferase splicing reporter, luminescence, 30-36 h; Potency, µM (series often up to 46.1 µM), inactives show at the highest dose activity change, positive = activation, actives largely listed as activators; 2.8% of 210,000 active; AID 1458, 2008; further: % of control where 0% means no effect; nearly all actives have a fitted effect of over 55% in size
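HEK293 cells carry an SMN2 minigene-luciferase reporter in which exon 7 inclusion puts luciferase in frame. Cells were seeded at 2000 cells/well, attached for 10-12 hours, then exposed to compounds for 30-36 hours at 37C before ONE-Glo luminescence.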
Epigenetic reg = Quantitative High-Throughput Screen for Regulators of Epigenetic Control; Potency, µM (series often up to 53.9 µM), for the others: at the top dose GFP activation, usual class: activators; murine LDR cells, GFP reporter derepression, 30 h; AID 1865, 2009; 0.2% of 280,000 active; further: % of control where 0% means no effect; nearly all actives have a fitted effect of over 60% in size
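In this reporter-derepression format, murine cells bearing a silenced integrated CMV-GFP locus incubate with test compound (30 h, 37 C), then are washed and imaged; fluorescent objects of 20–120 um count as induced cells.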
RECQ1 helicase = qHTS Assay for Inhibitors of RecQ-Like Dna Helicase 1 (RECQ1). ATP-dependent DNA helicase Q1 (Homo sapiens), P46063. RECQ1 DNA unwinding, red fluorescence kinetic read. Potency, µM (top dose mostly 57.3 µM), inactives show at the top dose activity, negative = inhibition, usual class: inhibitors. 0.54% of 240,000 active. AID 2549, 2010;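 further: plate controls were vehicle for no effect and no enzyme for full effect; nearly all actives have a fitted effect of over 30% in size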
Target sequence (P46063 whole entry, looked up): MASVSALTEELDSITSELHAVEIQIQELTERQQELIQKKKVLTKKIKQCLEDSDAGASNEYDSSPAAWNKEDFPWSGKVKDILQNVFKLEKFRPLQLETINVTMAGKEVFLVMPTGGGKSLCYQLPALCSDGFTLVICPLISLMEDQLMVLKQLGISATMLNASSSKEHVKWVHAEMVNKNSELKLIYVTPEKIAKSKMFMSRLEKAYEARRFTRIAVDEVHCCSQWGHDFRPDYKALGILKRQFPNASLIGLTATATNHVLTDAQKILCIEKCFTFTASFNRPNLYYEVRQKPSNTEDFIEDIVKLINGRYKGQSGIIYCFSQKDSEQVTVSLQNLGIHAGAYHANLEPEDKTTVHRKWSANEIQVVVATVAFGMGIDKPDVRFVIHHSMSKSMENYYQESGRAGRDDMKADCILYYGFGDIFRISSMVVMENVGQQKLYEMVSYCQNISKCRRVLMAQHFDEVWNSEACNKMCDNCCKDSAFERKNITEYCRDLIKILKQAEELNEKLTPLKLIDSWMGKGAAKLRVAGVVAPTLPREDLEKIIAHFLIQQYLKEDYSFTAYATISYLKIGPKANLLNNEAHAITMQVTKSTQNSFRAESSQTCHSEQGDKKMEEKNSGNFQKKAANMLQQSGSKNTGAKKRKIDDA
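50 nM RECQ1T1 preincubated 15 min with compound in Tris pH 8.0 buffer with MgCl2, DTT, Tween-20 and 2.5 ug/ml poly(dI-dC); started with 200 nM TAMRA/BHQ-2 forked duplex and 2 mM ATP. Unwinding read as fluorescence (525/598 nm), two reads 2 h apart.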
* marks the source's active call; other numbers are inactive results; i = inactive; ? = inconclusive; . = not tested or not shown; & = joins results of further samples; [ ] = remark or other dose. Unless noted, the call rests on the fitted dose curve; in most records, active means well fitted curve in the direction sought with a large enough effect; inconclusive means small, poorly fitted or top-dose-only effect, or another doubt; inactive means no such curve, though single readings can be large; an effect the other way counts as inactive or inconclusive. Potency means the concentration at half of the fitted maximal effect. A portion of the library, so the mix of outcomes need not match the whole.

structure	Luc counter	RECQ1 helicase	IMPase Li inh	NPSR antag	RGS12 GoLoco inh	Epigenetic reg	JMJD2E inh	SMN2 splice up
Cc1ccc(NC2CC(=O)N(Cc3ccccc3)C2=O)cc1 (stereo unspecified)	-6%	-4%	14%[38.3 µM]	-3%[46.1 µM]	7%	1.0%	8%	.
CCOC(=O)c1c(C)[nH]c(C(=O)C(C)OC(=O)c2oc3ccccc3c2COC)c1C (stereo unspecified)	-3%	i	36%[activator][38.3 µM]	-11%[46.1 µM]	1%	0.9%	-11%	-4%
CN(C)S(=O)(=O)c1cccc(-c2nnc(SCC(=O)NCCCCCC(=O)O)n2-c2ccc(F)cc2)c1	0%	-4%	-8%	2%	-2%	-0.5%	?	3%
Cc1[nH]c2ccccc2c1Cc1nnc(SCC(=O)NCc2ccco2)o1	3%	i	16%[38.3 µM]	-14%[46.1 µM]	0%	2.4%	?	4%
CCOC(=O)c1cc2c(ccn2C)n1Cc1ccc(C#N)cc1	0%	-13%	23%	10%	7%	2.1%	-11%	.
O=C1c2ccc3c4c(ccc(c24)C(=O)N1Cc1cccnc1)C(=O)N(Cc1cccnc1)C3=O	-1%	-13%	38%[activator][38.3 µM]	-5%[46.1 µM]	-7%	0.0%	-3%	0%
CCOc1ccc2nc(NC(=O)CS(=O)(=O)c3ccccc3)sc2c1	-3%	-4%	28%[38.3 µM]	-10%[46.1 µM]	14%	0.0%	7%	6%
COc1ccc(-n2c(-c3ccc(Br)cc3)c[n+]3c2CCCCC3)cc1	-1%	-7%	15%	2%	4%	2.9%	19%	-37%[inhibitor]
O=C(O)c1cc(N/N=C/c2ccc3c(c2)OCO3)ccc1Cl	-2%	i	3%	7%	6%	-3.2%	?	4.5µM*
CCOc1ncccc1C(=O)N1CCN(c2cc(Cl)ccc2C)CC1	-4%	i	13%	21%	0%	8.4%	2%	0%
CCc1nccn1S(=O)(=O)c1ccc(OC)c(OC)c1	-3%	-4%	-4%[38.3 µM]	3%[46.1 µM]	-13%	2.7%	4%	-9%
C[C@H](O)C(=O)Nc1c(I)c(C(=O)NC(CO)CO)c(I)c(C(=O)NC(CO)CO)c1I	-1%[17.1 µM]	-7%[25.9 µM]	0%	.	-1%[21.6 µM]	-1.4%[16.9 µM]	0%[25.5 µM]	3%[20.6 µM]
Cc1ccc(CNC(=O)COc2ccc3c(c2)CCC3)cc1	17%	10%	-6%	-12%	-8%	3.2%	1%	-43%[inhibitor]
COc1ccc(NC(=O)COC(=O)c2ccc(Br)o2)cc1OC	-3%	-15%	-6%[38.3 µM]	-23%[46.1 µM]	3%	-7.1%	-1%	-9%
CCOC(=O)c1sc(NC(=O)C2CCCO2)c(C(=O)OCC)c1C (stereo unspecified)	-7%	-10%	34%[38.3 µM]	17%[46.1 µM]	23%	2.9%	?	?
Clc1ccc(CSc2nnc(-c3sccc3-n3cccc3)o2)cc1	-3%	4%	9%[38.3 µM]	-25%[46.1 µM]	5%	0.4%	1%	-22%
CC(CCc1ccc(O)cc1)NC1C2CC3CC(C2)CC1C3 (stereo unspecified)	2%	1%	9%	16%	1%	0.0%	-1%	5%
Cc1cc(C)cc(NS(=O)(=O)c2ccc(NC(=S)NC(=O)c3cccs3)cc2)c1	2%	7%	18%	?	11%	-2.6%	1%	-39%[inhibitor]
COc1ccc(/C=N/NC(=O)Cn2nc(C)c([N+](=O)[O-])c2C)cc1	-2%	i	-2%	13%	6%	0.0%	8%	22%
COc1cccc(/C=N/NC(=O)c2cc(-c3cccn3C)n[nH]2)c1	-1%	-6%	-8%[38.3 µM]	-8%[46.1 µM]	10%	-2.3%	-2%	15%
Cc1ccc(Nc2nc(CSc3nnc(-c4cccnc4)n3-c3ccccc3F)cs2)cc1	-1%	-6%	10%	-8%	11%	-2.5%	4%	18%
COc1ccc(N2CCN(CCCNC(=O)C3CCC(CNc4nc(=S)[nH]c5ccccc45)CC3)CC2)cc1 (stereo unspecified)	-3%	-4%	9%	0%	5%	0.5%	-5%	-77%[inhibitor]
CS(=O)(=O)N1CCN(Cc2ccccc2C(F)(F)F)CC1	1%	-2%	8%[38.3 µM]	?	4%	0.2%	-6%	-5%
COc1ccc(CCNC(=O)c2ccc(-c3ccc([N+](=O)[O-])cc3)o2)cc1OC	6%	0%	15%	14%	-4%	1.2%	-9%	.
COc1cccc(C(=O)N2N=C(c3ccccc3)CC2(O)C(F)(F)F)c1 (stereo unspecified)	-2%	i	7%	-7%	3%	0.0%	-8%	-14%
COc1cc(C(O)C(=O)O)ccc1O (stereo unspecified)	1%	i	8%&5%	?	10%&5%	-0.2%&0.0%	4%	-5%&-5%
COc1ccc(N(C(=O)c2cnccn2)C(C(=O)NC2CCCCC2)c2ccc(O)cc2)cc1 (stereo unspecified)	-2%	-5%	0%	5%	12%	1.0%	-4%	.
COc1ccc(-c2nnc(SCC(=O)NCc3cccs3)n2CC(C)C)cc1	-3%	i	32%[activator][38.3 µM]	-18%[46.1 µM]	-11%	-2.7%	3%	-24%
Fc1cccc(Cc2noc(CN3CCCCC3c3ccccn3)n2)c1 (stereo unspecified)	0%	i	11%	23%	11%	1.1%	?	.
Cc1sc2nc(SCc3ccccc3)n(Cc3ccco3)c(=O)c2c1C	-2%	i	4%[38.3 µM]	-16%[46.1 µM]	21%	-0.3%	-6%	-18%
CCOC(=O)c1ccc(-c2ccc(/C=N/NC(=O)CN(c3ccccc3Cl)S(C)(=O)=O)o2)cc1	-1%	-5%	9%	-50%	7%	2.1%	?	11µM*
Cc1ccc(NC(=O)CN2C(=O)C(C)Oc3ccccc32)nc1 (stereo unspecified)	1%	i	1%[38.3 µM]	-9%[46.1 µM]	1%	0.8%	2%	-6%
CCC(=O)NC(=S)Nc1ccc(NC(=O)c2ccc([N+](=O)[O-])cc2)cc1	4%	6%	-6%	8%	1%	0.0%	9%	-22%
CC1CCCC(C(=O)O)N1C(=O)CCSSCCC(=O)N1C(C)CCCC1C(=O)O (stereo unspecified)	-4%	-5%	2%[38.3 µM]	-8%[46.1 µM]	1%	-1.9%	0%	4%
COc1cccc(-n2c(CCn3nc(C)c([N+](=O)[O-])c3C)n[nH]c2=S)c1	0%	-6%	5%	7%	12%	-3.0%	2%	13%
C/C(=N\NC(=O)CNc1cccc(C(F)(F)F)c1)c1ccc(Br)cc1	-1%	10%	-1%	-15%	1%	-1.0%	-4%	-16%
Cc1cc(C(F)(F)F)n2nc(-c3cnn(C)c3C(F)(F)F)c(Cl)c2n1	-2%	-6%	-4%[38.3 µM]	-14%[46.1 µM]	1%	0.0%	1%	7%
CCOC(=O)N1CCN(c2ccc([N+](=O)[O-])cc2)CC1	-2%	-5%	11%	-2%	10%	2.3%	-3%	-48%[inhibitor]
CCOc1ccc(S(=O)(=O)N2Cc3ccccc3CC2C(=O)NCCCn2ccnc2)cc1 (stereo unspecified)	1%	i	13%[38.3 µM]	8%[46.1 µM]	8%	-5.6%	7%	15%
CC1(C)CC(=O)C=C(NCCN2CCN(C(=O)Nc3ccc(Cl)cc3)CC2)C1	3%	i	-1%[38.3 µM]	-3%[46.1 µM]	4%	1.5%	1%	-1%
CCn1c(N)nc2c1c(=O)n(C)c(=O)n2C	-2%	-11%	21%[38.3 µM]	-2%[46.1 µM]	12%	0.0%	11%	0%
COc1cccc(-n2nc(C(=O)Nc3ccc4c(c3)OCO4)c3ccccc3c2=O)c1	-9%	-18%	24%[38.3 µM]	?	-8%	-1.1%	-10%	6%
Cc1csc2cc(-c3cccc([N+](=O)[O-])c3)c(-c3cccc([N+](=O)[O-])c3)c[n+]12	0%	7%	9%	12%	-10%	-2.6%	-14%	-5%
COc1ccc(OC)c(C(=O)CSc2nc3cccnc3n2C)c1	0%	-11%	0%[38.3 µM]	-16%[46.1 µM]	4%	-1.8%	1%	-10%

Structural class: the entries above containing an aryl thioether with sulfur outside any ring
structure	Luc counter	RECQ1 helicase	IMPase Li inh	NPSR antag	RGS12 GoLoco inh	Epigenetic reg	JMJD2E inh	SMN2 splice up
CN(C)S(=O)(=O)c1cccc(-c2nnc(SCC(=O)NCCCCCC(=O)O)n2-c2ccc(F)cc2)c1	0%	-4%	-8%	2%	-2%	-0.5%	?	3%
Cc1[nH]c2ccccc2c1Cc1nnc(SCC(=O)NCc2ccco2)o1	3%	i	16%[38.3 µM]	-14%[46.1 µM]	0%	2.4%	?	4%
Clc1ccc(CSc2nnc(-c3sccc3-n3cccc3)o2)cc1	-3%	4%	9%[38.3 µM]	-25%[46.1 µM]	5%	0.4%	1%	-22%
Cc1ccc(Nc2nc(CSc3nnc(-c4cccnc4)n3-c3ccccc3F)cs2)cc1	-1%	-6%	10%	-8%	11%	-2.5%	4%	18%
COc1ccc(-c2nnc(SCC(=O)NCc3cccs3)n2CC(C)C)cc1	-3%	i	32%[activator][38.3 µM]	-18%[46.1 µM]	-11%	-2.7%	3%	-24%
Cc1sc2nc(SCc3ccccc3)n(Cc3ccco3)c(=O)c2c1C	-2%	i	4%[38.3 µM]	-16%[46.1 µM]	21%	-0.3%	-6%	-18%
COc1ccc(OC)c(C(=O)CSc2nc3cccnc3n2C)c1	0%	-11%	0%[38.3 µM]	-16%[46.1 µM]	4%	-1.8%	1%	-10%
